# Source: PubChem (several laboratories)
# PrPC TRFRET – cell surface PrPC inhibition, primary TR-FRET screen | P04156 | TR-FRET read-out | inhibition, % at 13.8 µM | actives 0.43% (n = 370,000) | AID 720596; in the data active = inhibition above about 24%; also: 0% = median of the test wells and 100% = reference compound wells
# BioA inh – blocks M. tuberculosis BioA enzyme activity; purified M. tuberculosis BioA enzyme, plate reader; inhibition, % at 9.99 µM; actives 0.096% (n = 360,000); AID 602481; in the data active = inhibition above about 40%; inconclusive = no clear call, values can overlap the other calls
# BoNT-A LC inh2 – inhibitors of Botulinum neurotoxin A light chain protease; multiplex microsphere protease substrate cleavage, flow cytometry; inhibition, % at 10 µM; actives 0.17% (n = 360,000); in the data active = inhibition above about 30%; inconclusive = no clear call, values can overlap the other calls; also: plate controls were buffer without enzyme for full effect and enzyme alone for no effect
# FadD28 binding – inhibitors of Mycobacterium tuberculosis FadD28 bisubstrate binding. inhibition, % at 12.5 µM. FadD28 bisubstrate probe binding, fluorescence polarization. AID 588549. actives 0.22% (n = 360,000); in the data active = inhibition above about 8.5%, passing the limit was not always enough; inconclusive = no clear call, values can overlap the other calls
# FBA Mtb inh – Mtb fructose-bisphosphate aldolase inhibition. inhibition, % at 1 µM. actives 2.3% (n = 360,000). P9WQA3. AID 588726. purified M. tuberculosis FBA, fluorescence read-out; in the data active = inhibition above about 27%;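 also: 0% = vehicle and 100% = reference inhibitor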
# Target sequence (P9WQA3 whole entry, looked up): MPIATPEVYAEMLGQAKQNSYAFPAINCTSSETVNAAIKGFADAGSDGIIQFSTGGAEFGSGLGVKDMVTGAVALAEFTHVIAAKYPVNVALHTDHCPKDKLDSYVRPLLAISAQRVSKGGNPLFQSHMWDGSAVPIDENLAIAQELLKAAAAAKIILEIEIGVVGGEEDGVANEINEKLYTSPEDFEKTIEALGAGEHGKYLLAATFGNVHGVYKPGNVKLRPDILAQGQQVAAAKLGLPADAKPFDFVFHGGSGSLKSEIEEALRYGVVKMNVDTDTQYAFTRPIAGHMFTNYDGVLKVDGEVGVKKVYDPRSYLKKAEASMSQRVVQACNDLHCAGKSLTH
# BoNT-F LC inh – BoNT F light chain protease inhibition; AID 588497; actives 0.22% (n = 360,000); Multiplex microsphere protease cleavage assay, flow cytometry; inhibition, % at 10 µM; in the data active = inhibition above about 35%, passing the limit was not always enough; inconclusive = no clear call, values can overlap the other calls; also: plate controls were buffer without enzyme for full effect and enzyme alone for no effect
# UGM FP inh – blocks M. tuberculosis UGM enzyme; P9WIQ1; purified UGM, fluorescence polarization probe displacement; inhibition, % at 10 µM; actives 0.06% (n = 320,000); AID 504406; in the data active = inhibition above about 10%, passing the limit was not always enough; inconclusive = no clear call, values can overlap the other calls
# Target sequence (P9WIQ1 whole entry, looked up): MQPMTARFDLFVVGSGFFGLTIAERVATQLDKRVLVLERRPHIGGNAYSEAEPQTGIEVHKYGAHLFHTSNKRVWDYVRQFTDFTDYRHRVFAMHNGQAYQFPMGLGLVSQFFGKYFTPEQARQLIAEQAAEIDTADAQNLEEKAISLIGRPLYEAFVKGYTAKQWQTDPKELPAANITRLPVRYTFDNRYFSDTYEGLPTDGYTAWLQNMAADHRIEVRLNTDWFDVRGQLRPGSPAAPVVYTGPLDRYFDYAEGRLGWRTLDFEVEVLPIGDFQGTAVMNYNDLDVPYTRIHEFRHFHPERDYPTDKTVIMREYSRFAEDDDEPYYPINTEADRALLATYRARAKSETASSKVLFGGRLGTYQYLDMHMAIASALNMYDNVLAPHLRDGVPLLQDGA
# CCHF vOTU inh – CCHFV vOTU protease inhibition; Pep-AMC fluorescence; inhibition, % at 11.5 µM; actives 0.55% (n = 370,000); AID 651958; also: 0% = vehicle wells with enzyme and 100% = no enzyme wells
# GDH-TPI counter – inhibits GDH-TPI coupling enzymes, artifact for Mtb FBA screen; actives 1.2% (n = 360,000); GDH-TPI coupled enzyme counterscreen, NADH absorbance; inhibition, % at 4.8 µM;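 also: 0% = DMSO wells and 100% = wells lacking the enzyme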
# Numbers without * were called inactive; ? = inconclusive; · = no result given; & = joins results of further samples. Rule as the data show it, unless noted: active = inhibition above about 30%; inactive = the rest. Compounds were not picked by outcome. Share with any hit: about 4.8%.
SMILES,PrPC TRFRET,BioA inh,BoNT-A LC inh2,FadD28 binding,FBA Mtb inh,BoNT-F LC inh,UGM FP inh,CCHF vOTU inh,GDH-TPI counter
C[C@H](CO)N1C[C@H](C)[C@@H](CN(C)CC2CC2)OCc2cnnn2CCCC1=O,4,0.2&3.4,-0.3,-0.1,3,-5,·,-2,-3
C#CCSc1cc(C(F)(F)F)nc(-c2ccccn2)n1,-5,·,-2.1,-0.2,3,-7,1.1,-2,0
COc1ccc(/C=C2\CCCC3C2=NN(C(=O)CSc2ncn[nH]2)C3c2ccc(OC)cc2)cc1 (stereo not drawn),11,-0.3,-1.8,-2.9,-2,-16,0.3,21,19
COc1cc(/C=N/NC(=O)c2ccccn2)ccc1OC(=O)c1cccs1,1,1.2,·,-4.8,2,·,-1.2,11,17
Cc1ccc(-c2cc(C(=O)NCc3cnn(C)c3)c3cc(Br)ccc3n2)cc1,2,-1.9,0.1,-5.1,1,-5,-0.2,8,9
O=C(Nc1scc(-c2ccccc2)c1C(=O)O)c1ccccc1F,6,6.6,3.3,0.2,2,?,4.0,20,29
CCC(Sc1nc(N)c(NC(=O)c2ccc(Br)o2)c(=O)[nH]1)C(=O)O (stereo not drawn),-4,-1.0,2.0,-4.7,-1,6,9.5,-6,7
Cc1ccc(-c2nsc(SCC(=O)Nc3ccc4c(c3)OCO4)n2)cc1,6,·,0.6,-5.7,-2,4,0.1,4,-3
COc1ccc(-c2nc(CSCC(=O)N3CCC4(CC3)OCCO4)c(C)o2)cc1OC,6,·,-0.1,0.4,8,-5,2.9,-4,-3
CCN(CC)S(=O)(=O)c1cc(NS(=O)(=O)c2cccc(Cl)c2Cl)ccc1C,5,5.8,-0.1,-2.9,0,3,0.2,10,7
Cc1nc(NCC2CCCO2)nc2c1C(=O)CC(C)(C)C2 (stereo not drawn),1,-1.2,1.8,-0.8,1,-9,-0.3,0,10
Cc1nn(C(=O)c2ccco2)c(C)c1CN1C(=O)c2ccccc2C1=O,-2,-1.7,1.5,0.5,0,2,0.3,-8,1

# The list goes on; it opens with the 2 that closed the last part.
SMILES,PrPC TRFRET,BioA inh,BoNT-A LC inh2,FadD28 binding,FBA Mtb inh,BoNT-F LC inh,UGM FP inh,CCHF vOTU inh,GDH-TPI counter
Cc1nc(NCC2CCCO2)nc2c1C(=O)CC(C)(C)C2 (stereo not drawn),1,-1.2,1.8,-0.8,1,-9,-0.3,0,10
Cc1nn(C(=O)c2ccco2)c(C)c1CN1C(=O)c2ccccc2C1=O,-2,-1.7,1.5,0.5,0,2,0.3,-8,1
Cc1ccccc1-c1nc(S(=O)(=O)c2ccccc2)c(NCCCN2CCOCC2)o1,-4,-2.2,-28,-1.7,1,-35,2.1,-3,7
COc1cccc(C(=O)Nc2cccc3ccccc23)c1,5,0.1,-1.3,-3.1,-4,-16,3.4,13,9
COc1ccc(Oc2nc(C)nc3c2oc2ccccc23)cc1,-3,-0.4,-0.3,-3.9,0,4,-0.4,0,1
O=C(CN1C(=O)NC2(CCCCCC2)C1=O)Nc1ccc(OC(F)(F)F)cc1,11,4.3,0.3,-0.5,3,6,·,3,-3
N#Cc1c(NC(=O)CSc2ncn[nH]2)sc2c1CCCC2,9,3.4,1.4,0.0,1,-8,0.4,5,3
COc1ccccc1NC(=O)CCN1CCN(c2ccc(Cl)cc2)CC1,-3,3.1,-3.1,-4.2,-2,?,1.5,-7,0
O=C(NCCN1CCCC1)c1cc(-c2ccncc2)nc2ccc(S(=O)(=O)N3CCOCC3)cc12,-10,·,0.1,-3.0,0,4,-3.0,22,6
CCOC(=O)CCCNC(=O)CN1C(=O)NC(c2ccccc2)(c2ccccc2)C1=O,-8,2.1,-0.6,-0.3,1,0,-2.2,13,1
Cc1cccc(OC2(c3ccccc3)OC(=O)c3ccccc32)c1C (stereo not drawn),-3,-1.0,-0.5,-0.6,0,-11,-2.3,-5,1
O=C(Nc1cccnc1Cl)c1cc(-c2ccc(Cl)cc2)on1,4,0.5,-1.8,-1.5,1,-8,-0.5,2,-4
CCOC(=O)c1c(NC(=O)OC)sc2c1CCC2,-4,-0.8,-0.8,-1.6,0,-11,-0.4,5,0
O=C(/C=C/C=C/c1ccccc1)CC1(O)C(=O)N(CCc2ccccc2)c2ccccc21 (stereo not drawn),4,·,0.4,-4.5,-1,1,0.7,12,17
COc1ccc(Cl)cc1C(=O)C1CCCN(CCO)C1 (stereo not drawn),-1,·,-0.7,-4.5,5,-5,3.1,-13,-6
COc1ccc(N(C(=O)c2ccco2)C(C(=O)NC2CCCC2)c2cccnc2)c(OC)c1 (stereo not drawn),-7,-0.7,-1.7,·,4,1,-0.9,3,-2
CCC(C)C(N)C(=O)N1CCCC1C(=O)NC(C(=O)O)C(C)CC (stereo not drawn),5,0.0,0.0,-4.6,-3,20,·,5,-13
CC(NC(=O)c1ccccc1)C(=O)N/N=C/c1ccccc1 (stereo not drawn),-3,-1.3,-0.2,-0.7,-2,-2,1.1,4,-3
COc1cc(OC)c(S(=O)(=O)Nc2ccc(C(=O)O)cc2)cc1S(=O)(=O)Nc1ccc(C(=O)O)cc1,-8,-2.1,1.2,-0.6,-1,5,-0.3,12,-2
COc1ccccc1C1C(C#N)=C(N)Oc2c1c(-c1ccccc1)nn2-c1ccccc1 (stereo not drawn),-3,1.1,-1.1,-0.4,2,-7,1.4,31*,19
CCN(CC)c1ccc(NC(=O)CN2CCN(CC(=O)Nc3ccc(OC)cc3)CC2)cc1,6,-1.3,-2.6,-1.2,0,-8,1.4,11,-4
O=C(Nc1cccc(C(F)(F)F)c1)c1ccc2sc([C@H]3C[C@H](O)[C@@H](CO)O3)nc2c1,-3,0.3,-0.4,-8.0,0,-4,·,-5,12
Fc1ccc(NC(=S)N2CCN(c3cccc(C(F)(F)F)c3)CC2)cc1,6,·,0.0,-4.5,0,2,-2.7,-4,8
COc1ccc(CCNC(=O)C(=O)NCC2CCCN2S(=O)(=O)c2cccs2)cc1OC (stereo not drawn),-1,-3.3,-4.1,-3.2,-3,6,0.4,-1,-5
CCN(CC)c1ccc(/C=N/NC(=S)NCc2ccccc2)c(O)c1,-3,-0.9,1.9,0.8,7,-8,0.0,0,24
O=C(Cn1nc(-c2ccccc2)c2ccccc2c1=O)Nc1ccc(O)cc1,-3,-1.5,-0.2,-3.4,-4,5,-2.6,-7,-6

# By substructure: the compounds so far containing fluorine.
SMILES,PrPC TRFRET,BioA inh,BoNT-A LC inh2,FadD28 binding,FBA Mtb inh,BoNT-F LC inh,UGM FP inh,CCHF vOTU inh,GDH-TPI counter
C#CCSc1cc(C(F)(F)F)nc(-c2ccccn2)n1,-5,·,-2.1,-0.2,3,-7,1.1,-2,0
O=C(Nc1scc(-c2ccccc2)c1C(=O)O)c1ccccc1F,6,6.6,3.3,0.2,2,?,4.0,20,29
O=C(CN1C(=O)NC2(CCCCCC2)C1=O)Nc1ccc(OC(F)(F)F)cc1,11,4.3,0.3,-0.5,3,6,·,3,-3
O=C(Nc1cccc(C(F)(F)F)c1)c1ccc2sc([C@H]3C[C@H](O)[C@@H](CO)O3)nc2c1,-3,0.3,-0.4,-8.0,0,-4,·,-5,12
Fc1ccc(NC(=S)N2CCN(c3cccc(C(F)(F)F)c3)CC2)cc1,6,·,0.0,-4.5,0,2,-2.7,-4,8

# Further structures.
SMILES,PrPC TRFRET,BioA inh,BoNT-A LC inh2,FadD28 binding,FBA Mtb inh,BoNT-F LC inh,UGM FP inh,CCHF vOTU inh,GDH-TPI counter
COc1ccc(C(=O)NCCN2CCOCC2)cc1OC,-7,-1.3,0.4,-1.4,0,9,-1.5,1,3
COc1ccccc1CN1CC(C(=O)NCCSc2nnnn2C)CCC1=O (stereo not drawn),3,2.8,6.8,0.2,2,16,-0.8,-3,4
O=C(Nc1ccccc1)N(Cc1ccccc1)C1=NCCS1,1,0.4,-0.1,1.0,-1,-5,6.0,1,-3
CC1CCN(C(=O)c2cc3ccccc3c(=O)o2)CC1,1,-0.3,-0.9,-2.5,-2,-8,1.9,8,2
O=C(Nc1cccc(F)c1)N1CCCC(CNS(=O)(=O)Cc2ccccc2)C1 (stereo not drawn),10,·,-0.6,-3.2,2,-3,1.5,-3,-1
CN(C)c1ccc(C(CNS(=O)(=O)c2ccc([N+](=O)[O-])cc2)N2CCCC2)cc1 (stereo not drawn),-25,0.7,4.4,-1.2,2,?,-0.4,4,10
Cc1cccc(NC(=O)Nc2ccc(Cl)cc2)n1,-3,-1.6,2.3,-3.3,-2,-2,-0.9,-9,1
Cc1nc(N2CCN(Cc3ccc4c(c3)OCO4)CC2)c2cc(-c3ccccc3)sc2n1,15,·,0.7,2.3,2,2,-2.5,-14,8
C#CCOCCOCCOCCNc1nc(N2CCN(C(=O)C(Cc3ccc(O)cc3)n3cc(C(N)C(C)CC)nn3)CC2)nc(N2CCN(C(=O)C(Cc3ccc(O)cc3)n3cc(C(N)C(C)CC)nn3)CC2)n1 (stereo not drawn),-3,-1.1,-1.3,0.5,1,-22,0.9,8,4
Cc1ccccc1-c1nc(CS(=O)CC(=O)NC2CC2)c(C)o1 (stereo not drawn),6,3.4,0.9,-1.3,-1,4,-0.4,-2,3
CC(C)(C)NC(=O)CSc1nc(Cc2ccccc2)nc2ccccc12,14,-0.4,-1.7,-1.3,-1,?,0.1,-2,-11
O=C(c1ccc(Cn2c(=S)[nH]c3ccc(N4CCOCC4)cc3c2=O)cc1)N1CCN(c2ccc(F)cc2)CC1,9,·,0.6,1.4,6,0,0.1,-3,1
O=C(CSc1nnc2sc3ccccc3n12)NCc1ccc2c(c1)OCO2,-8,-1.7,-0.4,-2.8,-2,-4,2.9,5,2
CCCCCCCCN1C(=O)[C@H](CC(=O)NCc2cccs2)C[C@@]2(C(=O)OC)CCCCC=C12,1,·,0.2,·,·,2,·,23,·
CCOC(=O)CCc1nn(C)c(=O)c2ccccc12,8,·,-1.6,0.6,1,-4,-2.2,-14,-2
Cc1nnc(SCC(=O)Nc2ccc(Cl)cn2)n1Cc1ccccc1,-3,·,1.3,0.5,0,1,-2.5,-15,1
O=C([C@H]1O[C@@H](n2ccc(=O)[nH]c2=O)[C@H](O)[C@@H]1O)N(CCC1=CCCCC1)CC1CC1,10,-2.5,0.5,0.0,1,0,·,23,·
CS(=O)(=O)N1CCN(c2ccccc2NC(=O)c2ccc(Cl)cc2)CC1,0,·,0.3,-3.9,3,4,1.6,6,-10
Cc1ccc(S(=O)(=O)Nc2cc3c(C(=O)Nc4ccccc4)c(C)oc3c3ccccc23)cc1,5,0.6,0.1,-4.2,-1,-3,-0.5,11,-1
CC1CCc2nc3ccc(S(=O)(=O)N4CCC(C(=O)N5CCCCC5)CC4)cc3c(C(=O)O)c2C1 (stereo not drawn),-3,-1.3,-0.4,-4.5,-1,-11,0.1,5,-8
CCNC(=O)CC1C(=O)N(c2ccc(OC)cc2)C(=O)N1CCOC (stereo not drawn),9,-0.8,-2.6,-1.7,-2,-9,-1.5,-15,-2
CC(=O)c1sc(N/N=C\c2ccc(C)cc2)nc1C,-4,·,-2.7,-2.6,-1,-23,0.1,1,10
OC[C@@H]1CN(Cc2ccncc2)C[C@H](n2cnc3c(NC4CCCC4)ncnc32)O1,15,-0.1,0.3,-0.7,4,2,·,24,5
COc1cccc(/C=N/n2c(N)c(S(=O)(=O)c3cccs3)c3nc4ccccc4nc32)c1OC,2,-5.3,-1.8,-0.3,1,-6,-0.5,2,10
O=C(CCNC(=O)Cn1cnc2ccccc2c1=O)NCCC1=CCCCC1,3,1.2,-2.6,-1.0,-3,-30,3.3,5,3
O=C(NNC(=O)c1ccc([N+](=O)[O-])cc1C(=O)O)c1ccncc1,-2,-1.5,-2.3,-2.2,-3,?,3.4,15,6
CN(CC(=O)Nc1ccccc1Br)C(=O)CCc1ccccc1,7,1.0,-2.8,-2.8,2,12,0.0,23,7
Cc1cc(OCC[N+]2(C)CCCCC2)nc2ccccc12,-1,-0.9,·,-1.2,-1,·,1.3,2,-12
CCCN1C(=O)/C(=C/c2ccc3c(c2)OCO3)NC1=S,1,·,-0.7,-1.9,2,1,·,2,12
C=CCSc1nnc(NC(=O)COc2ccccc2)s1,1,·,0.1,-0.4,1,-4,-0.2,-18,15
C[C@H](CO)N1C[C@H](C)[C@H](CN(C)S(=O)(=O)c2ccc(C#N)cc2)OCc2cnnn2CCCC1=O,15,-0.5,-0.3,-0.2,0,-1,·,16,1
Cc1ccc(/C=N/N2CCN(c3ccccc3)CC2)cc1,-5,·,-3.9,-4.7,0,-15,0.4,-7,-5
